# bCat nuc transl = modulators of beta-catenin nuclear translocation; HeLa beta-catenin nuclear translocation, immunofluorescence imaging; nuclear translocation activity, % at 5 µM; actives 0.3% (n = 190,000); AID 1665;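 active = nuclear translocation activity above 50% at 5 µM, with a well cell count of 50 or more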;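 note: per-cell ratio of nuclear to cytoplasmic median beta-catenin stain intensity; plate controls were DMSO negative control for no effect and GSK-3 inhibitor IX positive control for full effect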
#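 assay system = human HeLa cells, endogenous beta-catenin | times = compound treatment 24 h, 37°C, 5% CO2 | detection = Anti-beta-catenin immunofluorescence on PFA-fixed, Triton-permeabilized cells, DAPI nuclei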
# Ins promoter up = MIN6 insulin promoter up-regulation; MIN6 insulin promoter-GFP reporter, high-content imaging; hits give high values; AID 1625; z-score at 5 µM; actives 0.3% (n = 190,000);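 active = z-score above 3 at 5 µM with at least 500 cells counted in the well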
# Autophagy HCS = modulators of autophagy; MEF GFP-LC3 puncta imaging; test concentration mostly 10 µM; calls only at 10 µM (by protocol); actives 0.98% (n = 190,000);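 active = percentage of spot-positive cells more than 3 SD above its plate mean, without a fluorescence outlier flag or 80% toxicity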;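 note: spot-positive cell cutoff set from DMSO-treated cells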
# human PMI inhibition = inhibitors of human PMI, primary screen, biochemical, fluorescence intensity, coupled assay (AID 1209); purified PMI enzyme, coupled fluorescence intensity; higher % means a stronger effect; inhibition, % at 20 µM; hits with a dose series show IC50 in µM; actives 0.42% (n = 190,000);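 note: plate controls were DMSO vehicle for no effect and wells lacking substrate for full effect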
# Dynein transport = blocks dynein driven cargo transport along microtubules; 3617.4 mouse cells, GR-EGFP nuclear translocation imaging; test concentration mostly 20 µM; stimulated with dexamethasone, 1 µM; hits give low values; z-score, hits read low; actives 0.47% (n = 220,000); AID 1381;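 active = plate z-score of nuclear minus cytoplasmic receptor signal below a set negative limit, without overly bright fluorescence or cell loss, cut at about -3.5 in these data, passing the limit was not always enough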;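 note: z-score of nuclear minus cytoplasmic ring GR-EGFP intensity difference per well; some compounds called inactive have numbers as strong as hits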
#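 Buffer or medium: tet-free, stripped-serum medium; reagent: dexamethasone at 1.0 µM final, 30 min; incubation: 48 h induction, 1 h compound, 30 min dex at 37 °C; measured by: formaldehyde fixation, Hoechst nuclear stain, 10x automated fluorescence imaging; read-out: nuclear-to-cytoplasmic GR-EGFP distribution per well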
# WT yeast gro inh = growth inhibition of WT yeast, mitochondrial fusion screen; mitochondrial fusion phenotypic screen, WT strain; inhibition, % at 10 µM; actives 2.1% (n = 190,000); AID 1362; in the data active = inhibition above about 58%; tested in S. cerevisiae
# human PMI inhibitors = human PMI inhibitors, high substrate, primary screen, biochemical, fluorescence intensity, high mannose 6-phosphate (AID 1220); recombinant PMI enzyme, coupled fluorescence intensity; higher % means a stronger effect; actives 0.66% (n = 190,000); inhibition, % at 20 µM; hits with a dose series show IC50 in µM
# Yfh1-off respiration = enhancers of respiration in Yfh1-depleted yeast, dose response, Friedreich's ataxia, plus single-dose screen (AID 1465). fold induction at 50 µM; hits with a dose series show EC50 in µM. S. cerevisiae Yfh1-off respiration, WST-1 reduction, 72 h; higher fold induction means a stronger effect. actives 0.074% (n = 220,000);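 active = fold induction of absorbance versus untreated yeast above a set limit, then at least 30% activation at any dose in follow-up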;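 note: activators that raise dye reduction in frataxin-depleted yeast; strong numbers were not always called active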
# MT stabilizer = stabilizes microtubules in HeLa cells. actives 0.83% (n = 200,000). HeLa tubulin immunostaining HCS, 24 h; share of cells brighter than vehicle mean+2SD. % tubulin-high responders, % at 10 µM;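 active = plate Z-score above 3 for both tubulin-high and condensed-nucleus cell shares, with cell loss under 80%, at 10 µM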;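 note: anti alpha tubulin signal scored within the nucleus-defined area of each cell; some results filed as inactive read as strong as hits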
# WT yeast gro inh mutant strain = further read-out of WT yeast gro inh, marked with its call; inhibition, %; mitochondrial fusion phenotypic screen, mutant strain inhibition
# Dynein transport cytoplasmic EGFP = further read-out of Dynein transport, marked with its call; z-score; measured here: cytoplasmic GR-EGFP intensity; hits give high values
# Dynein transport nuclear GR-EGFP = second read-out of Dynein transport, no call of its own (marks repeat the call); z-score; measured here: nuclear GR-EGFP intensity;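 lower value marks the stronger effect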
# Dynein transport cell count = also measured in Dynein transport; calls as there; z-score; measured here: cell count per field
# Ins promoter up cell count = further read-out of Ins promoter up, marked with its call; cell count; measured here: cytotoxicity, nuclei count;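 total cells summed across four imaged fields per well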
# bCat nuc transl cell count 5 µM = further read-out of bCat nuc transl, marked with its call; cell count; measured here: cell count, cytotoxicity flag
# MT stabilizer Hoechst-high % = further read-out of MT stabilizer, marked with its call; % Hoechst-high responders; measured here: nuclear condensation Hoechst responders;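 share of cells brighter than vehicle mean plus two SD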
# MT stabilizer cytotoxicity % = second read-out of MT stabilizer, no call of its own (marks repeat the call); toxicity, %; measured here: cytotoxicity by cell density;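 0% = mean cell density of plate MIN control wells and 100% = no cells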
# Autophagy HCS cell loss 18 h = second read-out of Autophagy HCS, no call of its own (marks repeat the call); toxicity, %; measured here: cell loss, nuclei count;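 cell loss after 18 h compound exposure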
# * hit, by the source's call; i = inactive; . = not tested or not shown. Cut-off read from the data, not from the text of the source, unless noted: active = inhibition above about 50%; inactive = the rest.
SMILES,bCat nuc transl,bCat nuc transl cell count 5 µM,Ins promoter up,Ins promoter up cell count,Autophagy HCS,Autophagy HCS cell loss 18 h,human PMI inhibition,Dynein transport,Dynein transport cytoplasmic EGFP,Dynein transport nuclear GR-EGFP,Dynein transport cell count,WT yeast gro inh,WT yeast gro inh mutant strain,human PMI inhibitors,Yfh1-off respiration,MT stabilizer,MT stabilizer Hoechst-high %,MT stabilizer cytotoxicity %
Cc1cccc(C)c1NC(=O)CN(C)C(=O)C(c1ccccc1)c1ccccc1,1.6,938,-0.05,1380,i,-21,7%,0.35,-0.2,0.71,-1.5,4,-3,6%,i,2.2,2.1,9.5
O=C(CN1C(=O)CSC1=O)Nc1ccc(C(=O)O)cc1,-2.2,842,-0.15,1235,i,10,-4%,-0.17,1.2,-0.14,0.63,11,6,-6%,i,4.8,2.9,15
Cc1cccc2sc(NC(=O)CN(C)S(=O)(=O)c3ccc(Br)s3)nc12,0.5,1167,0.09,869,i,-11,20%,-0.63,-0.26,0.26,0.68,14,10,13%,i,3.1,1.4,8.5
CCS(=O)(=O)CCSC1OC(COC(C)=O)C(OC(C)=O)C(OC(C)=O)C1OC(C)=O (stereo unspecified),0.5,1465,0.31,1503,i,5,-1%,-0.096,-0.47,-0.64,3.3,-7,-16,-5%,i,1.9,2.3,11
COc1ccc(Cn2nnc(C(=O)Nc3ccc(F)cc3)c2N)cc1,-1.4,957,-0.16,1525,i,3,-2%,0.58,-0.39,0.66,0.35,-15,-4,-3%,i,5.6,2.4,9.4
Cc1nn(-c2ccccc2)nc1CNC(=O)C(C)Cc1ccccc1 (stereo unspecified),-0.4,569,0.2,1238,i,3,-11%,0.56,-0.21,0.59,0.03,-17,-9,-5%,i,5.5,2.7,9.4
CC(C)n1c(SCC(=O)N2c3ccccc3Sc3ccccc32)nc2c1c(=O)n(C)c(=O)n2C,-1.6,1145,-0.2,976,i,-13,4%,-0.72,-0.28,-0.47,0.7,13,12,5%,i,4.7,1.8,3.2
N#Cc1ccc(Oc2cccc(C(=O)O)c2)cc1C#N,-2.3,1120,0.58,1323,i,4,-2%,0.13,-0.52,-0.1,0.89,8,2,2%,i,3.4,1.9,7.7
CC1(C)CC(CCNC(=O)c2ccc(-n3cnnn3)cc2)CC(C)(C)N1,-1.1,978,-0.4,1535,i,-17,2%,-0.31,-0.21,-0.043,-0.024,-1,17,1%,i,2.8,2.3,6.3
COC(=O)c1ccc(C(=O)OC)c(NC(=O)CN2CCN(c3ccc(OC)cc3)CC2)c1,-3.1,1202,-0.45,1041,i,-3,5%,0.3,0.27,0.53,-0.23,-13,-11,-3%,i,1.7,1.4,12
O=C1C2CCCN2C(c2ccc(F)cc2)N1c1nccs1 (stereo unspecified),-0.1,1349,-0.59,1476,i,-26,-4%,1.5,-0.17,0.79,-1.3,-34,-9,4%,i,6.5,2.9,13
CC(=NC1CC1)c1c(-c2ccccc2)[nH]n(-c2nc3ccccc3s2)c1=O,.,.,.,.,i,0,2%,1.3,-0.028,0.65,-0.68,-5,1,6%,i,2.9,1.8,2.6
CC(C)(C)n1nnnc1C(c1ccc(Cl)cc1)N(Cc1cccnc1)Cc1ccco1 (stereo unspecified),-3.2,1202,.,.,i,0,12%,-1.6,-0.17,-0.72,0.26,68*,-3.1*,10%,i,2.1,1.3,8.8
NC(=O)NNC1=Nc2cccc3cccc1c23,-2.8,1053,0.04,1168,i,6,3%,1.5,-0.22,1.3,-1.3,8,6,8%,i,11,2.0,8.0
Cc1cccc(/C=N/c2sc3c(c2C(=O)OC(C)(C)C)CCN(C)C3)c1O,-2.2,1131,0.01,1451,i,-2,17%,-0.056,-0.25,-0.26,0.0077,0,-4,13%,i,6.1,2.3,4.2
O=C(O)C1C2C=CC(C2)C1C(=O)NCc1cccs1 (stereo unspecified),0.8,1547,0.1,1320,i,16,0%,2.9,0.47,2.2,-1.4,5,-2,3%,i,5.3,1.3,5.3
COc1ccccc1N1CCN(C(=O)c2ccc(NS(=O)(=O)c3ccc(C)cc3)cc2)CC1,-3.1,1064,0.1,1616,i,-39,18%,-0.74,-0.19,-0.33,0.67,2,8,12%,i,1.4,1.9,0.9
CC(=O)Nc1nc2c(F)cccc2s1,.,.,.,.,i,11,.,-1,-0.25,-0.47,0.28,22,-4,.,i,7.0,2.3,3.8
C=CCN(CC=C)C(=O)CN1C(=O)c2ccccc2C1=O,-0.5,1190,.,.,i,-3,-2%,0.63,-0.22,0.48,0.44,-9,-19,0%,i,3.7,1.9,8.0
COC(=O)c1ccc(NC(=S)N2CCN(Cc3ccccc3OC)CC2)cc1,1.6,937,-1.2,1502,i,5,15%,-0.05,-0.29,0.37,-0.1,15,-10,4%,i,0.7,0.7,7.7
Cc1ccccc1C(=O)N1CCN(c2ccc(NC(=O)c3cccnc3)cc2)CC1,0.1,1083,-0.15,1280,i,19,-3%,-0.57,-0.22,-0.22,0.47,-4,-1,0%,i,2.7,1.9,4.9
CC(C(=O)Nc1cc([N+](=O)[O-])ccc1Cl)N1CCN(c2ccccc2O)CC1 (stereo unspecified),0.8,1047,-1.6,1282,i,20,12%,-0.57,-0.23,-0.41,1.3,44,10,12%,i,17,15,44
COC(=O)c1ccc2c(=O)n(CCCCCC(=O)NCc3ccccc3)c(=O)[nH]c2c1,-2.2,1165,0.31,906,i,-1,4%,-0.0093,-0.28,0.26,0.18,-2,-11,2%,i,0.9,1.3,9.3
Cc1nc(Nc2ccc(Cl)c(Cl)c2)sc1C(=O)Nc1ccccc1,-1.7,1061,-0.6,1036,i,2,-1%,-0.42,-0.22,-0.37,-0.019,93,94,-3%,i,4.3,0.9,11
CC(=O)Nc1cccc(C(=O)/C=C/c2ccc(Br)cc2)c1,.,.,-0.52,1253,i,-1,12%,-2.7,0.62,-1.6,0.86,7,7,8%,i,2.1,4.1,0.2

# The results go on:
SMILES,bCat nuc transl,bCat nuc transl cell count 5 µM,Ins promoter up,Ins promoter up cell count,Autophagy HCS,Autophagy HCS cell loss 18 h,human PMI inhibition,Dynein transport,Dynein transport cytoplasmic EGFP,Dynein transport nuclear GR-EGFP,Dynein transport cell count,WT yeast gro inh,WT yeast gro inh mutant strain,human PMI inhibitors,Yfh1-off respiration,MT stabilizer,MT stabilizer Hoechst-high %,MT stabilizer cytotoxicity %
COC(=O)c1sc2ncccc2c1OCc1ccccc1Cl,-2.9,1421,-0.18,1517,i,4,20%,-0.11,-0.21,-0.26,0.84,4,-21,16%,i,1.4,1.6,2.6
Cn1c(C(=O)O)c(CC(=O)Nc2ccccc2F)c2ccccc21,-0.5,1158,-0.34,1026,i,0,-3%,-0.28,-0.25,-0.013,-0.17,-15,-11,3%,i,2.3,1.7,8.7
CCC(=O)Nc1cc(C(=O)O)ccc1Sc1ccccc1,-1.6,1086,-0.1,1071,i,3,-22%,-0.7,-0.37,-0.66,0.16,-12,14,-14%,i,2.6,2.8,8.0
CCC1=NN2C(=N)/C(=C\c3cccn3-c3ccc(C)cc3C)C(=O)N=C2S1,-0.8,1076,-0.12,1151,i,-19,7%,1.7,-0.15,0.85,-0.15,84*,16*,9%,i,2.2,2.0,12
CCCCN(CC)C(=O)c1n[nH]c(=O)c2ccccc12,-2.7,1147,0.41,1055,i,-5,-1%,0.56,-0.15,0.28,0.25,-4,9,-1%,i,3.7,2.3,1.2
c1ccc(CO/N=C(\c2ccc(C3CC3)nc2)C2CC2)cc1,-2.6,990,-0.24,1477,i,18,6%,0.94,-0.23,0.61,-0.69,29,19,-2%,i,1.6,1.3,2.5
O=C(NCc1cccnc1)c1csc2c1CCCC2,.,.,-0.21,1369,i,-1,4%,-0.78,-0.32,-0.88,0.88,3,5,2%,i,1.8,3.8,5.6
COc1ccc(CNC(=S)Nc2cccc(C)c2)cc1,-3.2,1164,0.4,855,i,-11,8%,0.45,-0.051,0.11,-0.21,15,18,8%,i,1.6,1.4,6.1
CCOC(=O)c1c(C)nc2sc(C(N)=O)c(N)c2c1-c1ccccc1,.,.,.,.,i,-10,2%,0.53,-0.23,0.41,0.38,-2,-11,-1%,i,2.0,1.0,4.0
C=CCc1ccccc1OCC(O)CN1CCN(c2ccc(C)cc2)CC1 (stereo unspecified),-1.3,965,-0.85,1327,i,11,4%,1.7,-0.098,1,-1.9,36,43,0%,i,4.2,2.5,11
CCC(=O)Nc1ccc(C(=O)NNC(=O)C(c2ccccc2)c2ccccc2)cc1,-1.2,924,-0.25,1168,i,-10,3%,-0.19,-0.27,-0.23,0.27,-5,0,-10%,i,3.8,2.6,7.5
O=C(CSC1=NC2(CCCCC2)N=C1c1ccccc1)Nc1ccc2c(c1)OCCO2,2.1,521,0.14,938,i,4,5%,0.89,-0.21,1.6,-1.1,24,10,11%,.,3.5,1.4,4.1
COc1cccc(C2=NOC(C(=O)Nc3ccc4c(c3)OCO4)C2)c1 (stereo unspecified),0.8,1066,-0.62,1299,i,-6,0%,-0.8,0.41,-0.52,12,-2,6,9%,i,3.5,1.9,5.8
